Compound activity from PubChem BioAssay.
AID inh – blocks human AID cytidine deaminase activity; Potency, µM (highest dose often 115 µM), inactives show at the top dose activity change, negative = inhibition, hits mostly inhibitors; 0.32% of 91,000 active; AID deamination FRET fluorescence, UDG-coupled, 4 h; Q9GZX7; note: nearly all actives have a fitted effect of over 25% in size
Target sequence (Q9GZX7 whole entry, looked up): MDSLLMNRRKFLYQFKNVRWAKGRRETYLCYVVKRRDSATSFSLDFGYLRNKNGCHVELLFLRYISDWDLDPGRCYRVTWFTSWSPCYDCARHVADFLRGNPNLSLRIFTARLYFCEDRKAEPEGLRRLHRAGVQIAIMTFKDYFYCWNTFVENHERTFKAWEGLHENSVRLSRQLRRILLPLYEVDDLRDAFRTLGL
UDG counterscr – UDG inhibition counter-screen; FRET deamination/UDG coupled assay, UDG read, 4 h; Potency, µM (highest dose often 115 µM), inactives show top-dose activity change, negative = inhibition, most hits filed as inhibitors; 0.14% of 91,000 active; AID 1347430; note: nearly all actives have a fitted effect of over 65% in size
The depositor's hits bear a star; ? = inconclusive; [ ] = remark or other dose. Calls come from the whole dose curve; as a rule, active = well fitted curve in the direction sought with a large enough effect; inconclusive = small, poorly fitted or top-dose-only effect, or another doubt; inactive = no such curve, though single readings can be large; an effect the other way counts as inactive or inconclusive. % is set by controls: 0 for no effect and ±100 for the full control effect; potency is the fitted concentration of half-maximal effect.

SMILES | AID inh | UDG counterscr
CCOc1cc(C)c(N)cc1C(C)C | -2.5% | -5.0%
c1ccc2[nH]c(CN3CCCC3)nc2c1 | -1.9% | -6.6%
CCC(C)NC(=O)c1ccc2c(c1)OCCCO2 (configuration not stated) | 8.0% | 3.7%
O=CNN(C=O)c1ccccc1 | -0.6% | 2.3%
COc1ccc(C2(Nc3cccc(F)c3)C(=O)c3ccccc3C2=O)cc1 | 69.9%[activator] | 66.5%[activator]
COc1ccc(N2CCN(C(=O)Cc3noc4ccc(C)cc34)CC2)cc1 | -0.4% | 3.8%
COc1ccc(C(=O)Nc2nc(-c3nnn(-c4cc(OC)ccc4OC)c3C)ns2)cc1 | 4.7% | -1.5%
COCCNC(=O)c1ccc(-c2nc(CS(=O)(=O)c3ccccc3)c(C)o2)cc1 | -9.8% | -6.5%
O=C(Nc1nnc(S(=O)(=O)N2CCOCC2)s1)c1cccc(Br)c1 | ? | -1.6%
N#Cc1ccccc1S(=O)(=O)NCC(=O)O | 5.9% | 7.8%

Part of the list above, set out differently:
Value order – AID inh | UDG counterscr
> CCC(C)NC(=O)c1ccc2c(c1)OCCCO2 (configuration not stated)
 : 8.0% | 3.7%
> O=CNN(C=O)c1ccccc1
 : -0.6% | 2.3%
> COc1ccc(C2(Nc3cccc(F)c3)C(=O)c3ccccc3C2=O)cc1
 : 69.9%[activator] | 66.5%[activator]
> COc1ccc(N2CCN(C(=O)Cc3noc4ccc(C)cc34)CC2)cc1
 : -0.4% | 3.8%
> COc1ccc(C(=O)Nc2nc(-c3nnn(-c4cc(OC)ccc4OC)c3C)ns2)cc1
 : 4.7% | -1.5%
> COCCNC(=O)c1ccc(-c2nc(CS(=O)(=O)c3ccccc3)c(C)o2)cc1
 : -9.8% | -6.5%

Returning to the listing, starting 3 compounds before the break.
SMILES | AID inh | UDG counterscr
COCCNC(=O)c1ccc(-c2nc(CS(=O)(=O)c3ccccc3)c(C)o2)cc1 | -9.8% | -6.5%
O=C(Nc1nnc(S(=O)(=O)N2CCOCC2)s1)c1cccc(Br)c1 | ? | -1.6%
N#Cc1ccccc1S(=O)(=O)NCC(=O)O | 5.9% | 7.8%
COc1ccccc1-c1nn(CCC(=O)Nc2cccc(C(C)=O)c2)c2nc(C)cc(C)c12 | ? | -6.3%
COc1ccc(NC(=O)C(NC(=O)/C=C\c2ccc3c(c2)OCO3)c2ccc(C)cc2)cc1 (configuration not stated) | 12.5% | -6.8%
CC(C)NC(C(=O)O)C(C)C (configuration not stated) | -3.3% | -0.6%
O=C(CSC1CCCCC1)c1ccccc1Br | -0.4% | 2.8%
Cc1[nH]c(=O)[nH]c(=O)c1CCC(=O)Nc1nccs1 | -3.5% | -5.1%
COC(=O)c1cc(NCc2ccccc2)ccc1N1CCOCC1 | -0.5% | -5.0%
C/C(=N/Nc1ccc(S(N)(=O)=O)cc1[N+](=O)[O-])c1ccc(-n2ccnc2)cc1 | -10.9% | -4.2%
O=C(CCC(=O)c1ccc(Cl)cc1)OCc1ccc([N+](=O)[O-])cc1 | -0.6% | -0.1%
CN1CCN(C2=Nc3cc(Cl)ccc3Nc3ccccc32)CC1 | 2.0% | -0.6%
CC(=O)Nc1ccc(NC(=O)c2cc(-c3ccco3)nc3ccccc23)cc1 | -5.1% | 7.5%
COc1ccc(OC)c(NC(=O)c2c(NCc3cccs3)sc3c2CCCCC3)c1 | 146.4%[activator] | 4.2%
COc1cccc(N2CC(NC(=O)C3CCCC3)CC2=O)c1 (configuration not stated) | 8.9% | 0.1%
COc1ccc(OC)c(NC(=O)Cn2c(=O)cc(C)c3c(C)nn(-c4cccc(Cl)c4C)c32)c1 | ? | -9.8%
COC(=O)c1c(C)[nH]c(C(=O)C(C)OC(=O)c2ccccc2F)c1C (configuration not stated) | 1.2% | 8.0%
N#C/C(=C\c1ccc(-c2cccc(Cl)c2)o1)C(=O)Nc1cccc(C(F)(F)F)c1 | 47.4%[activator] | -8.9%
OC12CC3CC(C1)CC(NCc1cccs1)(C3)C2 | 0.2% | 1.7%
CSCCC(NC(=O)C1CCCCC1)C(=O)Nc1ccc(F)c(Cl)c1 (configuration not stated) | 22.3% | 5.4%
O=C(OCC(=O)N1CCCCC1)c1ccccc1-c1nc2ccccc2s1 | -7.9% | 26.3%
COc1cccc(-c2cc(C(=O)NCCc3ccc(OC)c(OC)c3)no2)c1 | 21.8% | 36.2%[activator]
O=C(/C=C/c1ccccc1)c1cc2ccccc2o1 | -27.1% | -14.5%
COc1ccc2c(C)c(CC(=O)NCc3ccccc3Cl)c(=O)oc2c1OC | 2.6% | ?
Cc1cc(NC(=O)c2ccc(NC(=O)CCS(=O)(=O)c3cccs3)cc2)ccc1Br | 0.2% | 0.0%
CCc1nn2c(=O)cc(COC(=O)Cc3ccccc3)nc2s1 | -3.1% | 5.3%
CC(CNC(=O)c1csc(-c2ccsc2)n1)c1ccccc1 (configuration not stated) | -8.5% | 6.1%
Cc1cccn2c(=O)cc(COc3ccc(NC(=O)C(C)C)cc3)nc12 | -4.0% | ?
COc1ccc(-c2cc(C(F)(F)F)n3nc(C(=O)Nc4cccc(Cl)c4Cl)cc3n2)cc1OC | 31.9%[activator] | 17.8%
COC(=O)c1cccc(COC(=O)c2ccc(C(C)=O)s2)c1 | -1.0% | 0.4%
O=C(CCC1CCCO1)NC1CCCCCC1 (configuration not stated) | 15.2% | 1.6%
COc1ccccc1Oc1coc2cc(OCc3ccccc3)ccc2c1=O | -6.3% | 4.9%
COc1ccc(NC(=O)c2sc3nc(-c4cc5ccc(OC)cc5oc4=O)[nH]c(=O)c3c2C)cc1 | 16.7% | -10.6%
CCOc1ccc(CNS(=O)(=O)c2c(C(=O)N3CCCCCC3)c(C)n(C)c2C)cc1OC | 5.9% | 7.2%
CCN1C(=O)C2(CC(=O)Nc3[nH]ncc32)c2cc(C)ccc21 (configuration not stated) | -4.9% | -6.8%
COc1cc2ccccc2cc1C(=O)N1CCN(CC(=O)Nc2ccccc2Cl)CC1 | -15.2% | -13.4%
CC(C)N(Cc1ccc([N+](=O)[O-])cc1)c1ccccc1 | -16.8% | -14.4%
CCc1ccc(N2CCn3c2nc2c3c(=O)n(CCc3ccccc3)c(=O)n2C)cc1 | 7.8% | 2.1%
COC(=O)c1c(NC(=O)c2cc3ccccc3c(=O)o2)sc2c1CCCC2 | 26.6% | 10.7%
Cc1ccccc1NS(=O)(=O)c1ccc2[nH]cc(C(=O)N3CCCCC3)c(=O)c2c1 | -11.6% | -7.1%
O=C(N[C@@H](Cc1ccc(O)cc1)C(=O)O)C(c1ccccc1)c1ccccc1 | -2.2% | 3.5%
O=C(CCNc1ncnc2nc[nH]c12)NCc1ccccc1 | 0.6% | -0.1%
Cc1ccccc1Nc1nn2c(=O)c3ccc(C(=O)NCc4cccs4)cc3nc2s1 | -20.7% | -12.2%
O=C(CCc1ncc(-c2ccc(F)cc2)o1)Nc1cccc(C(=O)NC2CC2)c1 | 0.9% | 1.0%
CC(C)(C)C(=O)Nc1ccc2nc(SCc3ccccc3)sc2c1 | ? | ?
CCN(CC)C(=O)CN(C)C(=O)c1cc2cc(Cl)ccc2nc1C | 3.1% | 2.3%
CCOc1ccc(NC(=O)c2cc(=O)c3c(C)cc(C)cc3o2)cc1 | 4.7% | -0.1%
CN(C)c1ccc(NC(=O)c2ccc(N(C)C)cc2)cc1 | 13.7% | -2.9%
CCCC(=O)Nc1ccc(Cl)c(-c2nc3ccccc3o2)c1 | 13.5% | 5.9%
N#Cc1ccccc1-n1cccc1C=O | 5.7% | -0.4%
COc1ccc(CCNC(=O)c2cccc(-n3c(C)nc4cccnc43)c2)cc1OC | 3.5% | ?
CCOc1cccc(CNc2ccc(F)cc2)c1 | -6.1% | -10.1%
CCOC(=O)c1ccc(-c2ccc(C3NC(=O)NC(O)(C(F)(F)F)C3C(=O)c3ccccc3)o2)cc1 (configuration not stated) | -2.0% | 3.1%

The listing continues.
SMILES | AID inh | UDG counterscr
O=C(CCC(=O)N1CC2CCCN2c2ccccc21)NCc1cccc(Cl)c1 (configuration not stated) | ? | -1.7%
CCCN1C=NS(=O)(=O)c2cc(C(=O)NC(C)(C)C)ccc21 | 3.7% | 9.9%
CCc1ccc2oc(C(=O)NCc3ccccc3)cc(=O)c2c1 | 48.2%[activator][57.5 µM] | 11.0%[57.5 µM]
COc1cc(/C=N/OCc2cccc(C(F)(F)F)c2)ccc1OCc1ccc(Cl)cc1 | -13.8% | -6.3%
CCN(CC)S(=O)(=O)c1ccc2c(c1)N(CC(=O)NCCc1ccc(OC)c(OC)c1)C(=O)CO2 | 10.5% | -3.6%
CCc1ccc(NC(=O)CC2C(=O)N(c3ccc(Cl)cc3)C(=O)N2C2CCCC2)cc1 (configuration not stated) | -0.6% | -1.5%
CCCCCCCCOc1cccc(OCC(=O)O)c1 | -21.5% | -8.0%
O=C(Nc1c(C(=O)Nc2ccccc2F)oc2ccccc12)c1cc2ccccc2o1 | 3.7% | -3.5%
CCCOc1ccc(NC(=O)C(C)Oc2cc(C)cc(C)c2)c2cccnc12 (configuration not stated) | 7.8% | 2.4%
S=C(NCc1cccnc1)Nc1ccc(Br)cc1 | -1.4% | 7.4%
COc1cc(/C=C(\C#N)C(N)=C(C#N)C#N)cc(Cl)c1O | 44.7%[activator] | -3.7%
CCOC(=O)c1ccc(NC(=O)c2nc3ccccc3nc2N2CCCC2)cc1 | 2.3% | 3.4%
Cc1ccc(S(=O)(=O)N(CC(O)Cn2c3ccccc3c3ccccc32)c2cccc(C(N)=O)c2)cc1 (configuration not stated) | -14.4% | -2.4%
CCNc1nc2c(c(=O)[nH]c(=O)n2C)n1CCOc1ccccc1 | 1.9% | 0.5%
CC(C)(C)N(Cc1ccccc1)C(=O)COC(=O)c1ccc2ccccc2n1 | 3.9% | -1.0%
CCOC(=O)C(C)Oc1ccc2c(=O)c(-c3ccccc3)c(C(F)(F)F)oc2c1 (configuration not stated) | -4.4% | 3.7%
NS(=O)(=O)c1ccc2nc(NC(=O)COc3ccccc3)sc2c1 | 8.9% | 10.7%
CCOc1ccc(NC(=O)CC(C)C)c2cccnc12 | 18.6% | -4.3%
CCN(CC)c1sc(S(C)(=O)=O)nc1S(=O)(=O)c1ccc(C)cc1 | -5.6% | -12.1%
CCN(CC)CCCNC(=O)c1cn(C)c2ccc(S(=O)(=O)N(C)C3CCCCC3)cc2c1=O | 15.5%[57.5 µM] | -2.3%[57.5 µM]
CC1=C(C(=O)OC(C)(C)C)C(c2ccc(Cl)cc2Cl)C(C#N)=C(N)O1 (configuration not stated) | 6.9% | 0.2%
Cc1ccc(C(=O)COC(=O)C2C3CCC(C3)C2C(=O)OCC(=O)c2ccc(C)c(C)c2)cc1C (configuration not stated) | 18.8% | -10.7%
COc1ccc(N2C(=O)C(CC(=O)Nc3ccc(Cl)cc3)N(Cc3ccc4c(c3)OCO4)C2=O)cc1 (configuration not stated) | -11.9% | 3.8%
COc1ccc(N(C(=O)COc2ccc(Br)cc2)S(=O)(=O)c2ccc(C)cc2)cc1 | 7.6% | -29.5%
COc1ccc(CC(=O)N2CCc3cc(OC)c(OC)cc3C2COc2ccc(OC)cc2)cc1 (configuration not stated) | 128.0%[activator] | -4.9%
CN1CCN(C(c2cccc(Br)c2)c2sc3nc(-c4ccco4)nn3c2O)CC1 (configuration not stated) | 9.8% | -5.0%[57.5 µM]
COc1ccc(/C=N/OCc2ccc(F)cc2Cl)cc1OCc1ccccc1 | -10.4% | -12.5%
COC(=O)c1ccccc1NC(=O)c1cc(C)nc2c1c(C)nn2-c1ccc(C)cc1 | 3.8% | 9.2%
Cc1ccccc1CNC(=O)c1oc2c(c1C)-c1[nH]ncc1CC2 | 73.3%[activator] | 4.3%[57.5 µM]
CC1C(=O)N2CCCc3cc(S(=O)(=O)NCc4ccccc4Cl)cc1c32 (configuration not stated) | -1.2% | -3.7%
CCCn1c(=O)n(CCC(=O)Nc2c(C)cccc2C)c2ccccc21 | -4.6% | -3.8%
O=C(Nc1ccc(F)c(F)c1)c1cc(S(=O)(=O)NC2CCCC2)ccc1F | 3.7% | -5.4%
Cc1ccccc1C(=O)NC(=O)Nc1ccc(-n2nc(C(F)(F)F)cc2C(F)(F)F)cc1 | 13.0% | 6.1%
O=C(O)C(c1c[nH]c2ccc(Cl)cc12)N1CCN(c2nsc3ccccc23)CC1 (configuration not stated) | 2.1% | 1.2%
N#C/C(=C/c1ccc(OCCOc2ccccc2)cc1)c1ccc(Cl)cc1Cl | -23.6% | -13.2%
Cc1ccc(Nc2nnc(SCC(=O)N3CCCC3)s2)c(C)c1 | -0.2% | 2.6%
Cc1c(-c2cccs2)nc2ccccc2c1C(=O)O | -1.4% | -3.6%
CC(=O)Nc1ccc2nc(SCc3cccc(Br)c3)sc2c1 | -1.7% | 0.7%
CCCCN(Cc1ccccc1)S(=O)(=O)c1cc(Br)cc2c1N(C(=O)C1CC1)CC2 | -12.3% | -9.1%
CCn1cc(S(=O)(=O)Nc2ccn(Cc3ccccc3F)n2)c(C)n1 | -2.0% | 3.2%
O=C(CSc1ncnc2sc3c(c12)CCC3)Nc1ccc(F)cc1 | 2.0% | 6.7%
COc1ccc(Nc2ncnc3onc(-c4ccc(Cl)cc4)c23)cc1Cl | 6.9% | 1.3%
CN(C)C(=O)c1cc(Cl)ccc1F | -5.9% | -6.0%

This is a subset; rates above refer to the full screens.
